Statin myotox sup = suppressors of simvastatin-induced myotoxicity in C2C12 myotubes. ATP luminescence, 48 h; scaled: DMSO 0, geranylgeraniol control 100. rescue of ATP level, % at 7.49 µM. 0.78% of 330,000 active;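 active = mean ATP rescue above about 67%, or every replicate alone reaching that limit, limit read from the data, passing the limit was not always enough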;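 note: myotubes were challenged with 10 µM simvastatin during compound exposure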
S100A4 inh HTS = S100A4-myosin IIA interaction inhibition | P26447 | S100A4/TAMRA-MyoIIA peptide fluorescence polarization | inhibition, % at 10.7 µM | 0.14% of 360,000 active;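 active = mean inhibition of at least 70% across replicates, with every replicate also reaching that level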
Target sequence (P26447 whole entry, looked up): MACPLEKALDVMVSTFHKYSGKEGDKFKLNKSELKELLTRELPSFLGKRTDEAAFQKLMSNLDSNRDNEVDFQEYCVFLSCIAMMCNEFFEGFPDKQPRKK
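incubation = readout 5 min after mixing, signal stable up to 60 min | system = S100A4 monomer protein | buffer or medium = HEPES pH 7.2 with CaCl2, KCl, NaCl, DTT, Triton | benchmarks = neutral control DMSO, positive control TFP | also added = fluorescent myosin IIA peptide, 5 nM | compound dosing = one concentration per compound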
FN deposition inh = fibronectin deposition inhibition. inhibition, % at 12.6 µM. AH1F fibroblasts, Alexa488-fibronectin deposition fluorescence, overnight. 0.086% of 350,000 active;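 active = mean inhibition across replicates of 30% or more, regardless of how many single replicates reach that level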;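 note: positive control wells lacked labelled fibronectin entirely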
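test system = AH1F fibroblasts assembling fluorescent fibronectin matrix | quantity = 10000 AH1F cells per well | buffer or medium = DMEM plus 2% serum, read in PBS | doses = single dose, pinned | incubation = 1 h cell attachment, overnight exposure to compound and label | detection = fluorescence at 485 nm excitation, 525 nm emission | read-out basis = inhibition from reduced deposited-fibronectin fluorescence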
SIRT5 block = blocks human SIRT5 desuccinylation of peptide | inhibition, % at 15 µM | Q9NXA8 | Purified SirT5, succinyl-peptide AMC, trypsin-coupled fluorescence | 1.1% of 330,000 active | AID 652115; in the data active = inhibition above about 15%
Target sequence (Q9NXA8 whole entry, looked up): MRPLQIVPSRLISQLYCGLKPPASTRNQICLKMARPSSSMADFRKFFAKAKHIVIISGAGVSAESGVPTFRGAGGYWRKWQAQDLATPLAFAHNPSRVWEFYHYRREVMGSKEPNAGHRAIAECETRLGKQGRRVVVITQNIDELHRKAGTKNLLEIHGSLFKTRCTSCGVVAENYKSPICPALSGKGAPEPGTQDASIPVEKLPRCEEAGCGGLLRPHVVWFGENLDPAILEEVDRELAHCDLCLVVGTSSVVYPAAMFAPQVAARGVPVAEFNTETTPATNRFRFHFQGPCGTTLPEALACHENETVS
CASP6 VEID inh = caspase-6 (human) enzyme inhibition; inhibition, % at 12.5 µM; AID 686996; 0.53% of 350,000 active; purified caspase-6, Z-VEID-R110 cleavage fluorescence;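 active = mean inhibition across replicates at least about 35%, with every replicate also reaching that limit, limit read from the data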;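 note: 0% = median of neutral control wells and 100% = no fluorescence left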
Target sequence (P55212 24-179 limits assumed): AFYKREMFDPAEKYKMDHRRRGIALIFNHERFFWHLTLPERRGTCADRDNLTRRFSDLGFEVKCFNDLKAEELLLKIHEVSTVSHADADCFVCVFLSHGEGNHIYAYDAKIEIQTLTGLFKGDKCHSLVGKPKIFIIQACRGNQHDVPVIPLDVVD
Target sequence (P55212 194-293 limits assumed): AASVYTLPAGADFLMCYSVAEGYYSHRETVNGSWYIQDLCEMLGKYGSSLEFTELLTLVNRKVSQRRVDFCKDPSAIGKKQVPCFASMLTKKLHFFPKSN
LGR2 inh = Drosophila LGR2 receptor signaling inhibition; HEK293 LGR2, CRE-luciferase, bursicon-stimulated, 4 h; 0.35% of 380,000 active; inhibition, % at 9.99 µM;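 active = drop in luminescence signal, shown as inhibition above about 50% in the replicate tests, limit read from the data, passing the limit was not always enough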;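 note: agonist challenge used bursicon conditioned medium at about half maximal strength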
esBAF inh = inhibitors of esBAF chromatin remodeling in mouse ES cells | reporter increase, % at 12.5 µM | 2% of 350,000 active | AID 602393 | Bmi1-luciferase knock-in reporter, 24 h; 100% = twice the neutral-well signal; in the data active = activation above about 40%;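 note: 0% = median of the plate's neutral control wells and 100% = double that signal; a rise in the Bmi1 reporter signal indicates esBAF inhibition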
Numbers without * were called inactive; & = joins results of further samples. This is a subset; count on the stated rates, not on these rows.

Results for O=C(c1ccc2c(=O)n3c(nc2c1)CCCCC3)N1CCN(c2cccc(Cl)c2)CC1 ?
Statin myotox sup: 20; S100A4 inh HTS: 2; FN deposition inh: -4; SIRT5 block: -5; CASP6 VEID inh: 2; LGR2 inh: 2; esBAF inh: 0

What do the screens show for `C[C@@H]1CN([C@H](C)CO)C(=O)c2cc(NC(=O)CCCN(C)C)ccc2O[C@@H]1CN(C)CC1CCCCC1`?
Statin myotox sup: 2; S100A4 inh HTS: 9; SIRT5 block: 0; LGR2 inh: -24; esBAF inh: -5

Results for CC(=O)Nc1ccc(-c2csc(NC(=O)CCNC(=O)c3ccco3)n2)cc1 ?
Statin myotox sup: 7; S100A4 inh HTS: 1; FN deposition inh: -2; SIRT5 block: 1; CASP6 VEID inh: -2; LGR2 inh: -8; esBAF inh: 2

Results for Cc1ccccc1NC(=O)COC(=O)Cc1cccc(C(F)(F)F)c1 ?
Statin myotox sup: -6; FN deposition inh: 4; LGR2 inh: -9; esBAF inh: -6

How did O=C(N/N=C/c1ccc2c(c1)OCO2)c1ccc(NC(=O)c2ccccc2Cl)cc1 do in these assays?
Statin myotox sup: -8; S100A4 inh HTS: -3; FN deposition inh: 2; SIRT5 block: -2; CASP6 VEID inh: 2; LGR2 inh: -5; esBAF inh: 13

Results for CCOC(=O)C1=NS(=O)(=O)NC(C)=C1 ?
Statin myotox sup: 24; S100A4 inh HTS: 9; FN deposition inh: 7; SIRT5 block: 2; CASP6 VEID inh: 36*; LGR2 inh: -36; esBAF inh: -4

How did O=C(O)/C(=C\c1ccccc1)c1ccccc1 do in these assays?
Statin myotox sup: 44; S100A4 inh HTS: 0; FN deposition inh: 2; SIRT5 block: -13; CASP6 VEID inh: 2; LGR2 inh: -6; esBAF inh: 5

How did COc1cc(OC)c(OC)cc1/C=C1\CCC/C(=C\c2cc(OC)c(OC)cc2OC)C1=O do in these assays?
Statin myotox sup: -60; S100A4 inh HTS: -15; FN deposition inh: 8; SIRT5 block: 3; CASP6 VEID inh: 0; LGR2 inh: 2; esBAF inh: -8

How did Cc1ccc2sc(C)cc(=O)c2c1 do in these assays?
Statin myotox sup: 15; S100A4 inh HTS: -7; FN deposition inh: 0; SIRT5 block: -1; CASP6 VEID inh: 5; LGR2 inh: -10; esBAF inh: 4

Results for Fc1ccc(-c2cc(C(F)(F)F)nc(N3CCCCC3)n2)cc1 ?
Statin myotox sup: 6; FN deposition inh: -7; esBAF inh: -6

How did COc1cc(OC)cc(C(=O)NNC(=O)C2CCCC2)c1 do in these assays?
Statin myotox sup: -2; S100A4 inh HTS: -5; FN deposition inh: 7; SIRT5 block: -1; CASP6 VEID inh: 0; LGR2 inh: 18; esBAF inh: -3

What do the screens show for `O=C(Nc1nnc(S(=O)(=O)N2CCOCC2)s1)c1ccccc1Cl`?
Statin myotox sup: -6; S100A4 inh HTS: 3; FN deposition inh: -3; SIRT5 block: -1; CASP6 VEID inh: -5; LGR2 inh: 11; esBAF inh: 0

How did COc1ccccc1NC(=O)CSc1ncn(-c2ccccc2)n1 do in these assays?
Statin myotox sup: -3; FN deposition inh: 1; esBAF inh: 4

How did CCN(CC)S(=O)(=O)c1ccc(C(=O)Nc2ncn(Cc3ccccc3)n2)cc1 do in these assays?
Statin myotox sup: 12; S100A4 inh HTS: -7; SIRT5 block: 3; CASP6 VEID inh: 0; LGR2 inh: -5; esBAF inh: -10

What do the screens show for `O=C(C[C@H]1CC[C@@H](NS(=O)(=O)c2ccccc2F)[C@@H](CO)O1)NCCCN1CCOCC1`?
Statin myotox sup: 0; S100A4 inh HTS: -13; FN deposition inh: -20; SIRT5 block: -1; CASP6 VEID inh: 0; LGR2 inh: -1; esBAF inh: 3

What do the screens show for `O=C(Cc1ccc(Cl)cc1Cl)NCc1cccnc1`?
Statin myotox sup: 0; S100A4 inh HTS: 5; FN deposition inh: -9; SIRT5 block: 0; CASP6 VEID inh: 1; LGR2 inh: 9; esBAF inh: -3

How did COc1ccc2oc(=O)c(C(=O)NCCc3ccc(OC)c(OC)c3)cc2c1 do in these assays?
Statin myotox sup: 8; S100A4 inh HTS: -15; FN deposition inh: 0; SIRT5 block: -10; CASP6 VEID inh: -1; LGR2 inh: -15; esBAF inh: -15

Results for O=C1C=C(c2ccc(-c3ccccc3)cc2)C[C@@H](c2ccc3c(c2)OCO3)C1 ?
Statin myotox sup: 28; S100A4 inh HTS: 8; FN deposition inh: -6; SIRT5 block: 4; CASP6 VEID inh: 0; LGR2 inh: 3; esBAF inh: 8

Results for COc1ccc(CCNC(=O)C2CC(=O)N(c3ccc(C)cc3)C2)cc1OC (stereo not given) ?
Statin myotox sup: 3; S100A4 inh HTS: -6; FN deposition inh: -4; SIRT5 block: -4; CASP6 VEID inh: 0; LGR2 inh: 7; esBAF inh: -2

Results for Cc1cc(NC(=O)Nc2ccc(Cl)cc2)n(C(C)(C)C)n1 ?
Statin myotox sup: -4; S100A4 inh HTS: -2; FN deposition inh: 1; SIRT5 block: -2; CASP6 VEID inh: -1; LGR2 inh: 12; esBAF inh: 5

Results for Cc1ccc(C2CC(=O)C(C=NCCN3CCN(C(=S)Nc4ccccc4)CC3)=C(O)C2)cc1 (stereo not given) ?
S100A4 inh HTS: -1&1; FN deposition inh: -14; SIRT5 block: -1; CASP6 VEID inh: -1; LGR2 inh: 2; esBAF inh: 4

What do the screens show for `COc1ccc(N/C=C/C(=C(C#N)C#N)N(C)C)cc1`?
S100A4 inh HTS: -9; FN deposition inh: -8; SIRT5 block: 3; CASP6 VEID inh: 1; LGR2 inh: -30

Results for CCOc1ccc(NC(=O)c2ccc(Cn3nc(C)cc3C)o2)cc1 ?
Statin myotox sup: -4; S100A4 inh HTS: -7; FN deposition inh: 0; SIRT5 block: 0; CASP6 VEID inh: -1; LGR2 inh: -26; esBAF inh: 1

How did O=C(CSC(=S)N1CCOCC1)c1cc(Br)cc(Br)c1O do in these assays?
Statin myotox sup: -8; S100A4 inh HTS: -36; FN deposition inh: 2; SIRT5 block: -2; CASP6 VEID inh: 8; LGR2 inh: 10; esBAF inh: -6

What do the screens show for `Cc1ccc(N)c(C(O)(C(F)(F)F)C(F)(F)F)c1`?
Statin myotox sup: -11; S100A4 inh HTS: 0; FN deposition inh: -3; CASP6 VEID inh: 1; LGR2 inh: 7; esBAF inh: 2

What do the screens show for `CC(=O)c1c(C)nn(-c2ccccc2)c1C`?
S100A4 inh HTS: -1; FN deposition inh: 1; SIRT5 block: -3; CASP6 VEID inh: 0; LGR2 inh: -4

Results for COc1ccc(C(=O)NCCc2nnc3ccc(SCC(=O)Nc4cc(C)on4)nn23)cc1 ?
S100A4 inh HTS: -7; FN deposition inh: 5; SIRT5 block: -2; CASP6 VEID inh: 1; LGR2 inh: 7

What do the screens show for `Cc1ccc(NC(=O)C2CCN(S(C)(=O)=O)CC2)cc1Cl`?
Statin myotox sup: -33; S100A4 inh HTS: 7; FN deposition inh: 4; SIRT5 block: -4; CASP6 VEID inh: 0; LGR2 inh: 1; esBAF inh: 1

What do the screens show for `O=C(CN1C(=O)C(=O)N(Cc2ccco2)C1=O)Nc1ccc(F)c(F)c1F`?
Statin myotox sup: 0; S100A4 inh HTS: 0; FN deposition inh: -15; SIRT5 block: -3; CASP6 VEID inh: 3; LGR2 inh: -8; esBAF inh: -5

How did COc1ccc(-n2c(CN3CCN(c4ccccc4OC)CC3)nc3ccc([N+](=O)[O-])cc3c2=O)c(OC)c1 do in these assays?
Statin myotox sup: 3; S100A4 inh HTS: -1; FN deposition inh: 4; SIRT5 block: 6; CASP6 VEID inh: 1; LGR2 inh: 10; esBAF inh: -3

Results for CC(Sc1nnc(C2CC2)n1C1CC1)C(=O)N(C)C1(C#N)CCCCC1 (stereo not given) ?
Statin myotox sup: -8; S100A4 inh HTS: -1; FN deposition inh: -4; SIRT5 block: 2; CASP6 VEID inh: 4; LGR2 inh: -4; esBAF inh: -5

How did C=CCn1c(SCC(=O)N(CCOC)c2c(N)n(CC(C)C)c(=O)[nH]c2=O)nc2ccccc21 do in these assays?
Statin myotox sup: 9; S100A4 inh HTS: -9; FN deposition inh: 0; SIRT5 block: 0; CASP6 VEID inh: 1; LGR2 inh: 2; esBAF inh: -5

How did COc1cccc(-n2c(SCc3cc(=O)oc4cc(O)c(O)cc34)nc3ccccc3c2=O)c1 do in these assays?
S100A4 inh HTS: 1; FN deposition inh: 4; SIRT5 block: -4; CASP6 VEID inh: 15; LGR2 inh: 7

How did CC(NC(=O)CCc1ccccc1)c1ccc2c(c1)OCO2 (stereo not given) do in these assays?
Statin myotox sup: 3; S100A4 inh HTS: 0; FN deposition inh: -9; SIRT5 block: 4; CASP6 VEID inh: 0; LGR2 inh: 14; esBAF inh: -8

What do the screens show for `CC(O)CNc1ccc(-c2n[nH]c(=O)c3ccccc23)cc1[N+](=O)[O-]` (stereo not given)?
Statin myotox sup: -17; S100A4 inh HTS: -6; SIRT5 block: -2; CASP6 VEID inh: 4; LGR2 inh: -6; esBAF inh: 2

How did CCOC(=O)C1C(=O)CC(C)(O)C(C(=O)OCC)C1c1ccc(F)cc1 (stereo not given) do in these assays?
Statin myotox sup: 5; FN deposition inh: 4; esBAF inh: -1

Looked up by compound from above:
Results for CC(Sc1nnc(C2CC2)n1C1CC1)C(=O)N(C)C1(C#N)CCCCC1 (stereo not given) ?
Statin myotox sup: -8; S100A4 inh HTS: -1; FN deposition inh: -4; SIRT5 block: 2; CASP6 VEID inh: 4; LGR2 inh: -4; esBAF inh: -5

What do the screens show for `Cc1ccc(NC(=O)C2CCN(S(C)(=O)=O)CC2)cc1Cl`?
Statin myotox sup: -33; S100A4 inh HTS: 7; FN deposition inh: 4; SIRT5 block: -4; CASP6 VEID inh: 0; LGR2 inh: 1; esBAF inh: 1

How did COc1cccc(-n2c(SCc3cc(=O)oc4cc(O)c(O)cc34)nc3ccccc3c2=O)c1 do in these assays?
S100A4 inh HTS: 1; FN deposition inh: 4; SIRT5 block: -4; CASP6 VEID inh: 15; LGR2 inh: 7

More results follow.
Results for CCOC(=O)c1cn(Cc2ccc(C)cc2)c2cc(F)ccc2c1=O ?
Statin myotox sup: -15; S100A4 inh HTS: -3; SIRT5 block: -5; CASP6 VEID inh: -4; LGR2 inh: 3; esBAF inh: 2

What do the screens show for `CO[C@@H]1CN(C)C(=O)c2ccc(NC(=O)c3ccccc3F)cc2OC[C@@H](C)NC[C@@H]1C`?
Statin myotox sup: -2; S100A4 inh HTS: -13; FN deposition inh: -5; SIRT5 block: -1; CASP6 VEID inh: -1; LGR2 inh: -6; esBAF inh: 0

Results for CCNC(=O)C[C@@H]1CC[C@H]2[C@@H](COC[C@@H](O)CN2C(=O)c2cccnc2)O1 ?
Statin myotox sup: 8; S100A4 inh HTS: -8; FN deposition inh: 14; SIRT5 block: -3; CASP6 VEID inh: -2; LGR2 inh: 12; esBAF inh: -1

What do the screens show for `CCOC(=O)C1=C(CC)OC(N)=C(C#N)C1c1cccs1` (stereo not given)?
Statin myotox sup: -22; S100A4 inh HTS: -1; SIRT5 block: 1; CASP6 VEID inh: 2; LGR2 inh: 26; esBAF inh: -6

Results for N#Cc1c(N)nc(Sc2ccc(Cl)cc2)c(C#N)c1-c1ccccc1Cl ?
S100A4 inh HTS: -1; FN deposition inh: -9; SIRT5 block: -3; CASP6 VEID inh: -2; LGR2 inh: 32

How did COc1ccccc1C(=O)NCCSCc1c(F)cccc1Cl do in these assays?
Statin myotox sup: -21; S100A4 inh HTS: 5; FN deposition inh: -1; CASP6 VEID inh: 1; LGR2 inh: -20; esBAF inh: 8

Results for O=C(COC(=O)Cn1cnc2ccccc2c1=O)Nc1ccc(Cl)cc1 ?
S100A4 inh HTS: 18; FN deposition inh: 0; SIRT5 block: -1; CASP6 VEID inh: 2; LGR2 inh: -6

Results for CCOC(=O)N1CCN(Cc2c(NC(=O)c3ccco3)sc(C)c2C)CC1 ?
Statin myotox sup: 2; S100A4 inh HTS: 0; FN deposition inh: 0; SIRT5 block: -4; CASP6 VEID inh: -2; LGR2 inh: -4; esBAF inh: 15

Source: PubChem BioAssay (Broad Institute)
